# High-throughput results: PubChem, several laboratories
# MC4R antagonist = human MC4R antagonism in cAMP assay; MC4R-expressing cells, MTII-stimulated cAMP, LANCE TR-FRET; inhibition, % at 6.5 µM; 0.48% of 360,000 active;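 active = inhibition above its plate's cutoff, the mean of tested wells on that plate plus 3 SD, cut at about 29% in these data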;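 also: 0% = Melanotan II alone and 100% = Melanotan II plus saturating MCL0020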
#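 Assay system: U2OS-MC4R stable cell line; Also added: Melanotan II; Technique: Eu-cAMP/anti-cAMP TR-FRET, emission 671 nm; Times: 30-min compound, 1-h challenge, 1-h detection, room temperature.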
# PDI turbidity = PDI (human) enzyme inhibition | P07237 | PDI insulin aggregation turbidity, A650, 90 min | inhibition, % at 10 µM | 0.052% of 350,000 active;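 active = mean inhibition across replicates of 30% or more, whatever share of single replicates reach that level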;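 also: absorbance from insulin aggregation driven by PDI reduction with DTT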
# m5-HT2A agonist = activates the mouse 5-HT2A serotonin receptor; P35363; CHO-K1 mHTR2A beta-arrestin complementation, luminescence; percent of 30 µM serotonin response; activation, % at 7.6 µM; 0.66% of 360,000 active; AID 624169;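 active = activation above a run cutoff, the mean activation of all tested compounds plus 3 SD, cut at about 14% in these data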;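 also: 0% = plate median of compound wells and 100% = 30 µM serotonin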
# MC4R barr agon = activates human MC4R beta-arrestin recruitment. P32245. U2OS MC4R beta-arrestin complementation, luminescence; percent of melanotan II response, DMSO zero. activation, % at 8.9 µM. 0.98% of 360,000 active. AID 540308;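 active = activation above a per-plate cutoff, the mean activation of sample wells on that plate plus 3 SD, cut at about 8% in these data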
# Cardio protect = myocardial damage modulation in H9c2 cells. H9c2 cardiomyocytes, H2O2 injury protection, ATPLite, 2 h. protection from H2O2 cell death, % at 20 µM. 0.63% of 360,000 active;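 active = compounds giving at least 50% protection of heart cells from peroxide-induced death in the single-dose screen, raw or plate-pattern-corrected value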;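 also: 0% = DMSO wells with peroxide and 100% = DMSO wells without peroxide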
# ABCB6 inh MLPCN = blocks the human ABCB6 transporter. Q9NP58. K562-ABCB6 porphyrin accumulation, flow cytometry, 1 h; stronger effect = lower value. fluorescence ratio to DMSO, % at 10 µM. 0.19% of 360,000 active;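 active = fluorescence ratio to DMSO below 75%, the collection mean minus 3 SD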;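 also: signal is porphyrin accumulated inside mitochondria; 100% equals median channel fluorescence of DMSO control wells; lower ratio means ABCB6 inhibition with less porphyrin fluorescence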
# Target sequence (Q9NP58 whole entry, looked up): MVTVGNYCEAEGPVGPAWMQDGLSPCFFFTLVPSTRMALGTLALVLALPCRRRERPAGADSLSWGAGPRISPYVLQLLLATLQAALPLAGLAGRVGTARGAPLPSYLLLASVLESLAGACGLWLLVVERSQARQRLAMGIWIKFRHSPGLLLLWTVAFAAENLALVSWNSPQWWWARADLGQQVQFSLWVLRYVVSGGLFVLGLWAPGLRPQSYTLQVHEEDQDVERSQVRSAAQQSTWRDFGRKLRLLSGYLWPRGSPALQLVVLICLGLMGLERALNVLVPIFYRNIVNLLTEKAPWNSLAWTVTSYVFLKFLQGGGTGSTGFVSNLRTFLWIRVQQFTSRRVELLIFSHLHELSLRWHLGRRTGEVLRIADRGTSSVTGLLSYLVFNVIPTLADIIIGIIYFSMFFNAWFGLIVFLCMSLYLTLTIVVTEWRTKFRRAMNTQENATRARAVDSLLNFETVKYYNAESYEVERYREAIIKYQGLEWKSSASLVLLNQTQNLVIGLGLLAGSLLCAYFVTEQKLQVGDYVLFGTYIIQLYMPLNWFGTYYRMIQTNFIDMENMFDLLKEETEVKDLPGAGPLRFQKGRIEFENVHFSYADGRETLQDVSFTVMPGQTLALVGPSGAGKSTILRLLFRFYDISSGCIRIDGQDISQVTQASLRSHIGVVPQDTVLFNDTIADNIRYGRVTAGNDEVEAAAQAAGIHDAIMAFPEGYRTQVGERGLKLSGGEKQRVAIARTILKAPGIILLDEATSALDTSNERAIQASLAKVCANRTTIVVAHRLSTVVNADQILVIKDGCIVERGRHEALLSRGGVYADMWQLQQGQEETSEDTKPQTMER
# Glyco luc inh = N-linked glycosylation inhibition. D54 ERlucT glycosylation luciferase reporter, 24 h; percent of 100 nM tunicamycin response. reporter increase, % at 12.5 µM. 0.23% of 360,000 active. AID 588692;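 active = mean luciferase reporter signal, scaled so untreated is 0 and the glycosylation-blocking control 100, at or above a set limit in every replicate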;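 also: luciferase carries N-glycosylation sites so blocking glycosylation raises the light; 0% = median of neutral control wells and 100% = median of 100 nM tunicamycin wells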
# Vif inh = HIV Vif inhibition; HEK293T cells, Vif self-association by quenched fluorescence, imaging, 24 h; 0.35% of 340,000 active; inhibition, % at 7.49 µM; in the data active = inhibition above about 50%, passing the limit was not always enough; also: some results filed as inactive read as strong as hits
# CaV13 FRET inh = Disruptors of the CACNA1D IQ motif to Ca2+-dependent inactivation inhibitor domain association, primary screening, Förster resonance energy transfer in intact living … | HEK cells, CFP/YFP FRET ICDI-IQ, plate reader, 10 min; percent FRET-ratio fall versus neutral wells | inhibition, % at 12.3 µM | 0.098% of 340,000 active;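 active = mean replicate inhibition of at least 30% and at least 1% of replicates passing that level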;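 also: 0% = median of the neutral control wells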
# aDG glyco up = increases alpha dystroglycan glycosylation. AID 624168. 0.22% of 360,000 active. Pro5-aDG cells, alpha-DG glycosylation AlphaScreen (IIH6); 0% Pro5, 100% B10-LARGE cell signal. activation, % at 10 µM;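 active = activation of at least 8% versus controls, or a plate z-score of at least 8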;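 also: Pro5 are CHO cells carrying HIG-tagged alpha-DG that lacks glycosylation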
# Starred values were filed as active, the others as inactive; · = no result given.
SMILES,MC4R antagonist,PDI turbidity,m5-HT2A agonist,MC4R barr agon,Cardio protect,ABCB6 inh MLPCN,Glyco luc inh,Vif inh,CaV13 FRET inh,aDG glyco up
CCOc1ccc(S(=O)(=O)NCc2csc(C)n2)cc1,5,-3,-1,-0.7,-11,103,-2,·,·,-0.1
CSc1ccc(C(C(C(=O)c2cccs2)N2CCOCC2)N2CCOCC2)cc1 (stereo not drawn),3,2,-7,-1.9,18,87,0,8,·,0.0
N#Cc1ccc(NC(=O)COC(=O)CNC(=O)C2CCCCC2)cc1,8,8,8,1.0,4,91,2,·,-6,-0.1
COc1ccccc1CNC(=O)C1CCCN(S(=O)(=O)c2cccc3cccnc23)C1 (stereo not drawn),11,·,-7,-0.5,-1,99,0,13,-10,0.2
Cc1nn(-c2cccc(Cl)c2)c2nc(-c3ccco3)cc(C(=O)O)c12,0,7,-1,-1.2,1,100,3,-17,-4,-0.2
COc1ccccc1NC(=O)c1cc(-c2ccc(C)o2)nc2ccccc12,10,0,9,5.3,2,91,2,35,-3,-0.3
COc1cccc(/C=C/C(=O)OCC(=O)NC(=O)NC2CCCCC2)c1,4,-3,2,0.2,-6,102,1,9,-16,0.3
COc1ccc(N2CCN(C(=O)CCCn3c(=S)[nH]c4cc5c(cc4c3=O)OCO5)CC2)cc1,-1,-1,2,-3.0,7,92,1,-4,-6,0.0
Cc1noc(NS(=O)(=O)c2ccc(N/C=C/C(=O)c3ccc(F)cc3)cc2)c1C,-1,2,0,-0.1,1,103,0,-3,-5,-0.4
COc1ccc(NC(=O)CN(c2ccc([N+](=O)[O-])cc2)S(=O)(=O)c2ccccc2)c(OC)c1,7,-7,-6,-1.9,16,100,-1,-24,-4,-0.3
OC1(c2ccccc2)Cc2cccc[n+]2C1c1ccccc1 (stereo not drawn),5,4,-1,-2.1,1,96,1,0,-15,0.0
NS(=O)(=O)c1ccc(CNC(=O)c2cc(=O)[nH]c3ccccc23)cc1,-3,11,6,-0.2,-2,99,0,3,-3,0.0
COc1ccc(NS(=O)(=O)c2cc(NC(=O)Cc3c(F)cccc3Cl)ccc2OC)cc1,2,5,4,-0.8,11,91,-4,3,-6,0.1
CN(CCC#N)C(=O)c1cc2c(s1)-c1ccccc1SC2,7,-4,2,-1.7,5,94,0,-8,-19,0.1
O=C(COC(=O)c1c(F)cccc1Cl)NCC1CCCCC1,11,-9,-3,-0.3,1,100,-1,-2,-5,0.0

# Structures listed so far with a Cl atom:
SMILES,MC4R antagonist,PDI turbidity,m5-HT2A agonist,MC4R barr agon,Cardio protect,ABCB6 inh MLPCN,Glyco luc inh,Vif inh,CaV13 FRET inh,aDG glyco up
Cc1nn(-c2cccc(Cl)c2)c2nc(-c3ccco3)cc(C(=O)O)c12,0,7,-1,-1.2,1,100,3,-17,-4,-0.2
COc1ccc(NS(=O)(=O)c2cc(NC(=O)Cc3c(F)cccc3Cl)ccc2OC)cc1,2,5,4,-0.8,11,91,-4,3,-6,0.1
O=C(COC(=O)c1c(F)cccc1Cl)NCC1CCCCC1,11,-9,-3,-0.3,1,100,-1,-2,-5,0.0

# Pulled by compound from the list above:
SMILES,MC4R antagonist,PDI turbidity,m5-HT2A agonist,MC4R barr agon,Cardio protect,ABCB6 inh MLPCN,Glyco luc inh,Vif inh,CaV13 FRET inh,aDG glyco up
CSc1ccc(C(C(C(=O)c2cccs2)N2CCOCC2)N2CCOCC2)cc1 (stereo not drawn),3,2,-7,-1.9,18,87,0,8,·,0.0
COc1ccccc1CNC(=O)C1CCCN(S(=O)(=O)c2cccc3cccnc23)C1 (stereo not drawn),11,·,-7,-0.5,-1,99,0,13,-10,0.2
OC1(c2ccccc2)Cc2cccc[n+]2C1c1ccccc1 (stereo not drawn),5,4,-1,-2.1,1,96,1,0,-15,0.0
COc1cccc(/C=C/C(=O)OCC(=O)NC(=O)NC2CCCCC2)c1,4,-3,2,0.2,-6,102,1,9,-16,0.3
COc1ccccc1NC(=O)c1cc(-c2ccc(C)o2)nc2ccccc12,10,0,9,5.3,2,91,2,35,-3,-0.3
Cc1noc(NS(=O)(=O)c2ccc(N/C=C/C(=O)c3ccc(F)cc3)cc2)c1C,-1,2,0,-0.1,1,103,0,-3,-5,-0.4

# Remaining list, next part
SMILES,MC4R antagonist,PDI turbidity,m5-HT2A agonist,MC4R barr agon,Cardio protect,ABCB6 inh MLPCN,Glyco luc inh,Vif inh,CaV13 FRET inh,aDG glyco up
O=C(NCc1ccccc1)C1CCN(C(=O)Cc2ccccc2)CC1,12,5,-5,0.8,4,104,3,0,-3,0.3
COc1ccnc(Oc2ccc(F)cc2)c1C(=O)N/C=N/OCc1ccc(Cl)cc1Cl,5,0,-3,-0.7,51*,89,-1,·,-9,-0.1
N#Cc1c(NC(=O)c2cc(-n3cnnc3)ccc2Cl)sc2c1CCCC2,2,4,0,-0.5,-14,99,-2,-14,-6,-0.4
N#Cc1ccc(NC(=S)NCCN2CCOCC2)cc1,4,4,-2,-1.6,-3,94,5,1,-6,0.1
CCOc1ccc(N(CC(=O)N2CC=C(c3ccccc3)CC2)S(=O)(=O)c2c(C)noc2C)cc1,7,-4,1,-0.6,2,94,-6,-6,4,-0.1
CCCCC(=O)Nc1ccc(C(=O)NNC(=S)NC(=O)c2cccs2)cc1,11,-6,-1,-1.9,8,94,1,-3,-10,0.1
Cc1c(C(=O)NNC(=S)NCc2ccc(Cl)cc2)oc2ccccc12,1,-1,-4,8.0,4,98,4,·,-6,0.4
CCOCCCNCc1cccc(OCc2ccc(F)cc2)c1,16,7,-6,0.4,1,102,-1,2,-3,0.4
Cc1ccc(S(=O)(=O)NC(=O)C2(C)CCN2C(=O)CCc2ccc(Cl)cc2Cl)nc1 (stereo not drawn),4,-5,3,0.5,8,94,0,16,-10,-0.1
CCOC(=O)C1(C)CCCN(C(=O)c2cc(OC)c(OC)c(OC)c2)C1 (stereo not drawn),-2,8,0,1.9,-2,96,0,-1,-6,0.0
CCCN(CCC)CCNC(=O)CN1C(=O)COc2ccc(S(=O)(=O)N3CCOCC3)cc21,3,-3,10,0.3,0,106,0,7,-14,0.8
O=C(N/N=C/c1cccnc1)c1ccccc1NS(=O)(=O)c1cccs1,1,4,3,-1.2,6,96,1,-7,-3,0.5
COCCn1c(N)c(N(Cc2ccccc2)C(=O)CSCC(=O)Nc2ccc(C)cc2)c(=O)[nH]c1=O,6,-8,2,1.4,-3,102,3,·,-2,-0.2
Cc1ccc2c(C)c(C(=O)N(C)Cc3nccn3C)oc2c1C,3,-8,0,-3.4,4,99,-1,1,-10,0.3
C=CCc1ccccc1Oc1cc(OC)nc(N)n1,0,5,3,-2.2,0,100,2,1,-6,0.5
CCOC(=O)C1CCCN(C(=O)c2ccc(NC(=O)CC3SC(N4CCCC4)=NC3=O)cc2)C1 (stereo not drawn),1,-1,-4,-2.6,1,94,-1,7,-6,0.1
Cc1cc(NC(=O)CN2C(=O)NC3(CCCCCC3)C2=O)no1,11,-2,-4,-1.8,2,100,0,7,-1,0.3
N#CCCN1C(=O)C2(OCCO2)c2ccccc21,-2,-1,-1,-1.3,1,100,1,7,-19,0.3
COC(=O)c1c(N)c2ccccc2[nH]c1=O,0,2,-4,-3.0,0,110,1,·,·,0.1
Nc1ncnc2c1ncn2[C@@H]1O[C@H](CNCc2c(OCc3ccccc3F)ccc3ccccc23)[C@@H](O)[C@H]1O,6,7,0,-1.3,24,99,-7,-2,-7,-0.1
Cc1cccc2cc(CN(Cc3nnnn3C3CCCC3)C3CCCCC3)c(=O)[nH]c12,8,4,-2,-0.7,23,100,-1,-4,·,-0.1
CN(C)S(=O)(=O)c1ccc(C(=O)N2CCN(C(=O)C3CCCO3)CC2)cc1 (stereo not drawn),4,-2,6,-1.0,-1,97,1,4,-2,-0.1
Cc1c(C(=O)O)oc2ccc(S(=O)(=O)N3CCCC3)cc12,-1,7,-1,-0.5,-4,100,1,7,-3,0.0
CC1CCN(S(=O)(=O)c2ccc(S(=O)(=O)NCc3cccnc3)cc2)CC1,-7,-1,0,-1.1,-11,99,-1,-8,-6,0.6
COc1ccc(-c2noc(CCCC(=O)NC3CCCCC3)n2)cc1OC,12,-4,2,1.1,4,88,1,-15,-4,0.0
O=C(O)C(Cc1ccccc1)N=Cc1c(O)c2ccccc2oc1=O (stereo not drawn),1,10,1,-0.2,10,104,1,1,-7,0.4
CCC(C)[C@H](NC(=O)NCc1ccc(F)cc1)C(=O)O (stereo partly drawn),4,1,-1,1.1,-5,97,0,30,5,-0.1
CC(C)c1nnc(NC(=O)CSc2nnc(NC(=O)c3c(F)cccc3F)s2)s1,18,-2,-2,-1.0,-8,93,0,11,-5,0.1
CN(C)c1cccc(CNC(=O)c2ccc3nc([C@@H]4O[C@H](CO)[C@H](O)[C@H](O)[C@H]4O)[nH]c3c2)c1,6,-1,2,-2.0,4,97,0,·,-10,-0.4

# Quoted from the listing.
# Vif inh, Cc1cccc2cc(CN(Cc3nnnn3C3CCCC3)C3CCCCC3)c(=O)[nH]c12 : -4
# Cardio protect, CN(C)c1cccc(CNC(=O)c2ccc3nc([C@@H]4O[C@H](CO)[C@H](O)[C@H](O)[C@H]4O)[nH]c3c2)c1 : 4
# MC4R antagonist, Cc1cc(NC(=O)CN2C(=O)NC3(CCCCCC3)C2=O)no1 : 11
# MC4R barr agon, O=C(O)C(Cc1ccccc1)N=Cc1c(O)c2ccccc2oc1=O (stereo not drawn) : -0.2
